Assay outcomes deposited in PubChem by National Center for Advancing Translational Sciences (NCATS).
12-hLO inh = 12-hLO (ALOX12) enzyme inhibition; P18054; purified 12-hLO, xylenol orange hydroperoxide absorbance; Potency, µM (series often up to 57.1 µM), for the others: at the highest dose activity change, negative = inhibition, most hits filed as inhibitors; 150,000 compounds, 0.12% hits; further: potency means the concentration at half of the fitted maximal effect; nearly all actives have a fitted effect of over 55% in size; many of its hits are not listed in these tables
Target sequence (P18054 whole entry, looked up): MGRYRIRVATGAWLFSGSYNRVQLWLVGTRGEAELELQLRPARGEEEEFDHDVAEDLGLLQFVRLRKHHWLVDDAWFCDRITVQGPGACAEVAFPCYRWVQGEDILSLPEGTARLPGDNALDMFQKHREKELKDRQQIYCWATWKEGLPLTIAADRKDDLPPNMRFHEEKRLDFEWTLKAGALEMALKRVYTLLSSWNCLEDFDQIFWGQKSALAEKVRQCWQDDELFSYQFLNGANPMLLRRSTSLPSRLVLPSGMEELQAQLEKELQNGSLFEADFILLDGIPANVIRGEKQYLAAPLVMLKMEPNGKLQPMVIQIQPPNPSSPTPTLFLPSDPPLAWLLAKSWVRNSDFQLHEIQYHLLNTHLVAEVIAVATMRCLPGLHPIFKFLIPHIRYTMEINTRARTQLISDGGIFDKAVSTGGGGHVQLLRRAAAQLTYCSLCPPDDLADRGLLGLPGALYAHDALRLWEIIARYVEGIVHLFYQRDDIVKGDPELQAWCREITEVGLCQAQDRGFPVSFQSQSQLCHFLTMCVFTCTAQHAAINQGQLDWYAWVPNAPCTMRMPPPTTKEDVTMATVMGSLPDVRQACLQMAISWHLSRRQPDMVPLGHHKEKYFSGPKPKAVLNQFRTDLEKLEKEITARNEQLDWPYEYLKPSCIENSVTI
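Hydroperoxide formation by human 12-lipoxygenase from 40 uM arachidonic acid was followed colorimetrically via ferric-xylenol orange complex, using the 573/405 nm absorbance ratio. Enzyme concentration was 150 nM, with 30 min reaction at room temperature.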
PNC inhibitor = perinucleolar compartment assembly inhibition | activity change (PNC), negative = inhibition, % at 10 µM | 140,000 compounds, 3.1% hits | PC3M PTB-GFP, PNC prevalence imaging, 16 h; active compounds read low | AID 2417;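 active means readout at or below -70, meaning at least 70% loss of cells showing the perinucleolar compartment, a nuclear body marking cancer cells; inconclusive means readout between -30 and a set limit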;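 further: plate controls were DMSO wells for no effect and camptothecin positive control wells for full effect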
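PC3M cells stably expressing PTB-GFP, 750–1000 cells/well, treated 16 h at 37 °C with compound (23 nl of library stock), in duplicate. After paraformaldehyde fixation and Hoechst stain, imaged at 20x; PNC prevalence scored by image analysis.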
IMPase inh = cell-permeable inhibitors of inositol monophosphatase (IMPase); inhibition (IP1 accumulation), % at 46.1 µM; CHO-M1 cells, IP1 accumulation, HTRF TR-FRET ratio; P97697; 120,000 tested, under 10 active; active means well fitted curve in the direction sought with a large enough effect in the signal ratio, not every such curve was filed as active; inconclusive means small, poorly fitted or top-dose-only effect, or a change in a side signal; inactive means no such curve, though single readings can be large or run the other way; the % refers to the signal ratio;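 further: cells stimulated with carbachol in lithium chloride buffer; plate controls were DMSO basal wells for no effect and reference inhibitor wells for full effect; higher means more IMPase inhibition seen as more IP1 and lower FRET ratio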
Target sequence (P97697 whole entry, looked up): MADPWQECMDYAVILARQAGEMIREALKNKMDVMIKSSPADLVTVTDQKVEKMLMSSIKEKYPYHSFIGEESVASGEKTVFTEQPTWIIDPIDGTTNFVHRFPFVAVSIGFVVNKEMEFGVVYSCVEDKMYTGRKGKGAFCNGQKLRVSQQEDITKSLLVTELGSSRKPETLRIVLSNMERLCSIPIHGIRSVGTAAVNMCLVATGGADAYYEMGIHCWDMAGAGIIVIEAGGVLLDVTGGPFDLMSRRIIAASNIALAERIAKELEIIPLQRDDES
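Seeded CHO-M1 cells were dosed with compound at up to 46 uM, stimulated with carbachol for 30 min, then lysed in IP-One detection reagents. Higher IP1 lowers the TR-FRET signal.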
15-hLO-2 inh = blocks human 15-lipoxygenase 2 activity; purified 15hLO-2, xylenol orange hydroperoxide absorbance; O15296; 110,000 compounds, 0.56% hits; Potency, µM (top dose mostly 57.1 µM), inactives show top-dose activity change, negative = inhibition, actives largely listed as inhibitors; AID 881; further: potency means the concentration at half of the fitted maximal effect; nearly all actives have a fitted effect of over 60% in size; many of its hits are not listed in these tables
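Purified human 15hLO-2 (50 nM final) preincubated with compounds 15 min at room temperature in 25 mM Hepes pH 7.5, 0.01% Triton X-100, then 45 uM arachidonic acid added for 90 min; hydroperoxide detected via ferrous/xylenol orange, 573/405 nm absorbance ratio.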
An asterisk follows results filed as active; u = inconclusive; x = no result given; & = joins results of further samples; [ ] = remark or other dose. Unless noted, the call rests on the fitted dose curve; in most records, active means well fitted curve in the direction sought with a large enough effect; inconclusive means small, poorly fitted or top-dose-only effect, or another doubt; inactive means no such curve, though single readings can be large; an effect the other way counts as inactive or inconclusive. Unless noted, on the % scale 0 is the no-effect control and ±100 the full control effect. Not all compounds are listed (hit frequency here may not be typical).

No.	Compound	12-hLO inh	PNC inhibitor
1	O=C(c1ccco1)c1cn(Cc2ccccc2Cl)c2ccccc12	-1%	2
2	CC(=Nc1c(C)n(C)n(-c2ccccc2)c1=O)c1c(O)n(Cc2ccccc2)c(=O)[nH]c1=O	-12%	16
3	CC(C)CN1CC2(CCN(C(=O)Oc3ccccc3)CC2)C1	-2%	x
4	Cc1c(OCC(F)(F)F)ccnc1CS(=O)c1nc2ccccc2[nH]1 (centres undefined)	-11%	-2
5	CN1C2CCC1CC(OC(=O)c1ccc(Cl)cc1)C2 (centres undefined)	-2%	-13
6	COc1ccc(-c2nc3ccccc3c(=O)n2-c2cccnc2)cc1	-1%	-5
7	COCCCN1CCN(c2nnc3n2-c2sc(Br)cc2C(c2ccccc2Cl)=NC3)CC1	-1%	-4
8	C[C@]12CCC(=O)C=C1CC[C@@H]1[C@@H]2C(=O)C[C@]2(C)C(=O)CC[C@@H]12	1%	-16
9	CCCNS(=O)(=O)c1ccc(OCC(=O)N2CCN(Cc3ccccc3)CC2)cc1	-7%	-7
10	CCOC(=O)c1c(C)n(Cc2ccco2)c2ccc(OC)cc12	-13%	-2
11	CN(C)CCc1nc2ccccc2c(=O)n1-c1ccccc1	0%	-26
12	N[C@H](CCCCCP(=O)(O)O)C(=O)O	-5%&-7%	x
13	COP(=O)(OC)C1(Nc2ccc(C)cc2)CCCCC1	-2%	19
14	Cc1cccc([C@H](C)c2cnc[nH]2)c1C	1%	x
15	CN1CCN(c2nc3ccccc3c(=O)n2-c2ccccc2)CC1	-4%	1

No.	IMPase inh	15-hLO-2 inh
1	2	-5%
2	12	3%
3	x	4%
4	4	u
5	12	29%
6	4	1%
7	0	-5%
8	x	x
9	-7	-3%
10	-1	0%
11	12	5%
12	-6&5	26%&5%
13	0	0%
14	3	24%
15	1	-2%

The listing continues:
No.	Compound	12-hLO inh	PNC inhibitor
16	COc1ccc(C(C)=O)cc1CC(C(=O)c1ccccc1)N(C)C (centres undefined)	0%	-94*
17	Cc1nn(-c2ccccc2)c2c1CC1(C(=O)N(C)C(=O)N(C)C1=O)C1CCCCN21 (centres undefined)	-4%	-20
18	CC1=CC(C)C(COC(N)=O)(COC(N)=O)C(C)C1 (centres undefined)	2%	9
19	CCCC12CN3CC(CCC)(CN(C1)C3c1ccccn1)C2=O (centres undefined)	4%	9
20	COc1cc2c3c(c1OC)-c1cc(O)ccc1CC3NCC2 (centres undefined)	2%	-16
21	OC1(c2ccc(F)cc2)CC2CCC(C1)N2Cc1nnnn1C1CCCC1 (centres undefined)	-5%	-7
22	CCCC(C)C1(CC)C(=O)NC(=Nc2ccccc2)NC1=O (centres undefined)	0%	-19
23	CCCc1cc2c(n1Cc1ccco1)C(C)C1CN(C(=O)c3ccccc3)C(C)(C(=O)OC)C21 (centres undefined)	-5%	x
24	O=C1CCCC2=C1C(c1cccnc1)Nc1ccccc1N2 (centres undefined)	0%	5
25	C=CC(=C)C	-2%	x
26	O=C1C=C2C=C[C@H]3C[C@@]2(O1)[C@H]1CCCCN31	1%[25.6 µM]	x
27	Cc1ccccc1OCCN=Cc1c(O)n(C)c(=O)n(C)c1=O	7%	u
28	Nc1ccccc1C(=O)OCC(=O)N1CCc2ccccc21	10%	-24
29	COc1ccc(C(O)c2cc(OC)ccc2OP(=O)(N(C)C)N(C)C)cc1 (centres undefined)	0%	-26
30	CN(C)Cc1ccccc1OC(=O)N(C)C	1%	19

No.	IMPase inh	15-hLO-2 inh
16	2	x
17	1	-6%
18	-3	2%
19	4	22%
20	6	4%
21	5	11%
22	-2	x
23	x	-4%
24	-8	-6%
25	x	-1%
26	3[20.6 µM]	2%[25.6 µM]
27	-11	4%
28	0	-3%
29	x	x
30	5	3%

More entries follow.
No.	Compound	12-hLO inh	PNC inhibitor
31	O=C(CNC(=O)c1ccc(Br)cc1)Nc1ccc(Br)cc1C(=O)c1ccccc1	1%	-5
32	Cc1ccc(S(=O)(=O)N(C)CCCC(=O)N2CCN(c3ccccn3)CC2)cc1	-7%	35
33	COCCCn1c(N)c(C(=O)OC(C)COC)c2nc3ccccc3nc21 (centres undefined)	-5%	-29
34	CCCCn1c(=O)c(C(=O)Nc2cnccn2)c(O)c2ccccc21	-15%	-25
35	C=CCCl	0%	x
36	N[C@@H](Cc1c[nH]c2ccccc12)c1nnc(SCc2ccccc2)o1	-4%	6
37	Cc1c(C(=O)c2cccc3ccccc23)c2cccc3c2n1[C@H](CN1CCOCC1)CO3	-2%&-5%	x
38	O=P(Oc1ccccc1)(Oc1ccccc1)C(Nc1ccccc1)c1ccccc1 (centres undefined)	-4%	-26
39	CC(C)CC12CN3CCN(CC(C3)C1O)C2 (centres undefined)	6%	u
40	c1ccc2c(c1)CC1CNCc3cccc(c31)S2 (centres undefined)	0%	-117*
41	CC(C)(O)[C@@H]1C2OC(=O)[C@@H]1[C@]1(O)C[C@H]3O[C@]34C(=O)O[C@H]2[C@]14C	-5%	x
42	C[C@@]12CC[C@H]3[C@@H](CC[C@]4(O)C[C@H](O)CC[C@@]34C=O)[C@]1(O)CC[C@@H]2C1=CC(=O)OC1	1%[25.6 µM]	x
43	CC(C)CC(N(C)C)C1(c2ccc(Cl)cc2)CCC1 (centres undefined)	-3%&-3%	x
44	Cc1ccn2nc(S(=O)(=O)Nc3c(F)cccc3F)nc2n1	0%	u
45	C[C@]12CC[C@@H]3[C@H](CCC4=CC(=O)CC[C@]43C)[C@]1(O)CC[C@@]2(O)C(=O)CO	2%[11.4 µM]	x

No.	IMPase inh	15-hLO-2 inh
31	-1	x
32	4	15%
33	-11	-20%
34	-2	-1%
35	x	-3%
36	-4	33%[activator]
37	4	23%
38	2	x
39	-3	5%
40	x	x
41	-2	7%
42	-6[20.6 µM]	7%[25.6 µM]
43	x	32%&20%[activator]
44	x	x
45	x	-4%[11.4 µM]

New compounds follow.
No.	Compound	12-hLO inh	PNC inhibitor
46	Cc1cc(C=C2C(=O)N(C)C(=S)N(C)C2=O)c(C)n1C1CCCCC1	-11%	u
47	CNC(=O)Oc1cccc2c1OC(C)(C)C2	-3%	x
48	O=C(Nc1ccccc1)Oc1ccccc1	-2%	3
49	NNCc1cccc(O)c1	-2%	x
50	CN(C)CC1CCCCC1OC(=O)c1ccc(Cl)c(Cl)c1 (centres undefined)	2%	-11
51	COC(=O)C[C@]1(C(=O)OC)CN(C#N)N(c2ccc(Cl)cc2)C12c1ccccc1-c1ccccc12	-4%	-100*
52	Cc1ccc(O)cc1 (tested in a mixture with another compound)	-9%[11.4 µM]	x
53	Cc1nc2ccccc2c(=O)n1-n1cnnc1	0%	-17
54	Cc1cc(Cl)ccc1OC(C)C(=O)O (centres undefined)	0%	38
55	CN[C@@H](C)[C@@H](O)c1ccccc1	u	x
56	CN1C(=O)N(C)C(=O)C2(Sc3ccccc3C2=O)C1=O	-1%	-25
57	Clc1ccc2c(N3CCNCC3)ccnc2c1	-4%	-25
58	O=C1NC(=S)N(C2CC2)C(=O)/C1=C/c1ccc2c(c1)CCN2CCCCl	-19%	56
59	Cc1ccnc(-n2c(C)cc(/C=C3\C(=O)NC(=S)N(C)C3=O)c2C)c1	0%	-12
60	CC(Cc1ccccc1)[n+]1cc(/N=C(\[O-])N(C)C)on1 (centres undefined)	-7%	6

No.	IMPase inh	15-hLO-2 inh
46	7	u
47	x	-9%
48	7	-9%
49	0	16%
50	x	x
51	7	x
52	x	-11%[11.4 µM]
53	3	-2%
54	-5	-1%
55	-2	0.63µM*
56	3	32%[activator]
57	-10	36%[activator]
58	5	x
59	1	x
60	0	-2%

Taken from the entries so far (2 entries):
No.	Compound	12-hLO inh	PNC inhibitor
46	Cc1cc(C=C2C(=O)N(C)C(=S)N(C)C2=O)c(C)n1C1CCCCC1	-11%	u
47	CNC(=O)Oc1cccc2c1OC(C)(C)C2	-3%	x

No.	IMPase inh	15-hLO-2 inh
46	7	u
47	x	-9%

Additional records
No.	Compound	12-hLO inh	PNC inhibitor
61	CCn1c(=O)cc(OCC(=O)N2CCC3(CC2)OCCO3)c2ccccc21	-3%	-4
62	CC(C)C[C@H]1C(=O)N2CCC[C@@H]2[C@@]2(O)O[C@](NC(=O)[C@@H]3C=C4c5cccc6[nH]cc(c56)C[C@@H]4N(C)C3)(C(C)C)C(=O)N12	-4%[25.6 µM]	x
63	CCC(=NCCCO)c1c(O)n(-c2ccc(OC)cc2)c(=O)[nH]c1=O	-2%	4
64	NC(N)=Nc1ccc2[nH]c3c(c2c1)C[C@]1(O)[C@@H]2Cc4ccc(O)c5c4[C@]1(CCN2CC1CC1)[C@@H]3O5	-2%	x
65	Cc1ccc(N=C=O)cc1N=C=O	-1%	x
66	CCOc1cc(C(=O)N2CCC3(CC2)OCCO3)cc(OCC)c1OCC	1%	-3
67	C=CCN1C(=O)NC(=O)/C(=C/c2ccoc2)C1=O	-1%	43
68	Cc1ccc(C2(O)CCN3CCCCC32)cc1 (centres undefined)	-6%	-13
69	C[N+]1(C)CCOC(O)(c2ccc(-c3ccc(C4(O)C[N+](C)(C)CCO4)cc3)cc2)C1 (centres undefined)	3%	4
70	Cc1cc(C)[n+](C2C3CC4CC(C3)CC2C4)o1 (centres undefined)	1%	u
71	N[C@H](Cc1ccc(N(CCCl)CCCl)cc1)C(=O)O	3%	x
72	O=C(c1ccccc1)c1cn(CC(=O)N2CCOCC2)c2ccccc12	-2%	-6
73	Cc1nc(Cl)sc1C(=O)Nc1ccc2ccccc2c1	-11%	11
74	Clc1cccc(N2CCNCC2)c1Cl	-4%	-5
75	C=CCn1c(O)c(C=Nc2ccc(N(CC)CC)cc2)c(=O)[nH]c1=O	-9%	3

No.	IMPase inh	15-hLO-2 inh
61	5	2%
62	5[20.6 µM]	-8%[25.6 µM]
63	4	4%
64	9	-2%
65	x	2%
66	6	-1%
67	x	x
68	2	1%
69	x	x
70	x	x
71	0	10%
72	1	-7%
73	x	x
74	6	x
75	13	16%[2.29 µM]

Next part; it opens with the 5 that closed the last part.
No.	Compound	12-hLO inh	PNC inhibitor
71	N[C@H](Cc1ccc(N(CCCl)CCCl)cc1)C(=O)O	3%	x
72	O=C(c1ccccc1)c1cn(CC(=O)N2CCOCC2)c2ccccc12	-2%	-6
73	Cc1nc(Cl)sc1C(=O)Nc1ccc2ccccc2c1	-11%	11
74	Clc1cccc(N2CCNCC2)c1Cl	-4%	-5
75	C=CCn1c(O)c(C=Nc2ccc(N(CC)CC)cc2)c(=O)[nH]c1=O	-9%	3
76	CCC1(CC)C(=O)C=CNC1=O	-7%	x
77	CCCCn1c(O)c(C(CC)=NCc2ccc3c(c2)OCO3)c(=O)[nH]c1=O	-19%	-7
78	CC(C)c1ccc(C2N3CCCN23)cc1 (centres undefined)	3%	u
79	CCOC(=O)c1c(-n2c(C)cc(C=C3C(=O)NC(=S)NC3=O)c2C)sc2c1CCCC2	u	u
80	CCc1nc2ccccc2c(=O)n1-c1cccc(OC)c1	3%	25
81	COc1cccc(NP(=O)(Oc2ccccc2Cl)Oc2ccccc2Cl)c1	-9%	-16
82	Oc1ccc2[nH]cc(CCCCN3CC=C(c4ccccc4)CC3)c2c1	-6%	x

No.	IMPase inh	15-hLO-2 inh
71	0	10%
72	1	-7%
73	x	x
74	6	x
75	13	16%[2.29 µM]
76	0[20.6 µM]	-6%
77	10	-5%
78	x	x
79	14	u
80	-7	-1%
81	1	x
82	9	41%[activator]
